PPARg SRC-3 ag = PPARgamma-driven SRC-3 recruitment agonism. biochemical PPARgamma/SRC-3 coactivator recruitment assay. activation, % at 8 µM. hit rate 0.26% among 200,000; in the data active = activation above about 23%;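 also: 0% = DMSO and 100% = reference agonist; some compounds past the cut are filed as inactive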
Target sequence (P37231 whole entry, looked up): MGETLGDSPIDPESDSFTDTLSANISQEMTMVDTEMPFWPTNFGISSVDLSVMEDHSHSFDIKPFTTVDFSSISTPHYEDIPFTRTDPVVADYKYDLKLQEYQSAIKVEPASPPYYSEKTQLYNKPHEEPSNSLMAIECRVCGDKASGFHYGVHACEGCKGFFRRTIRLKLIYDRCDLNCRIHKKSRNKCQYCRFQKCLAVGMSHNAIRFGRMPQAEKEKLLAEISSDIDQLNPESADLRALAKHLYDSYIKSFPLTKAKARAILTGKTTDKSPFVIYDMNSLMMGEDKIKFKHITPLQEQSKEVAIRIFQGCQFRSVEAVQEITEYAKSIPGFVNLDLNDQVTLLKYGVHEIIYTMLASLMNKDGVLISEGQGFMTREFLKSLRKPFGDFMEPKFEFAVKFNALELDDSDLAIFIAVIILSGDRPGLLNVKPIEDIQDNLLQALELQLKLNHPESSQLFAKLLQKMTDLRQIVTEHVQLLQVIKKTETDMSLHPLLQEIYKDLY
S1P3 antagonist = antagonists of human S1P3 receptor; AID 485; hit rate 0.27% among 170,000; CHO S1P3 NFAT-BLA reporter, FRET fluorescence, antagonist mode; Q99500; inhibition, % at 4.98 µM;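 active = inhibition above the plate cutoff, the mean inhibition of test wells on that plate plus 3 SD, cut at about 28% in these data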;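 also: cells challenged with S1P at its EC80 of 0.8 µM; blue over green emission ratio from cleaved BLA substrate after 4 h stimulation; 0% = S1P-stimulated wells and 100% = unstimulated DMSO-only wells; some compounds past the cut are filed as inactive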
L major viab = reduces viability of Leishmania major promastigotes; resazurin fluorescence viability; inhibition, % at 10 µM; hit rate 9% among 200,000; in the data active = inhibition above about 50%;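 also: promastigotes grown with compound for 44 hours at 28 °C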
PPARg SRC1 recr = promotes SRC-1 coactivator recruitment by human PPARgamma; PPARgamma-SRC-1 coactivator recruitment biochemical assay; activation, % at 8 µM; hit rate 0.41% among 200,000; AID 631; in the data active = activation above about 19%;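 also: 0% = DMSO and 100% = reference agonist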
HMGR II inh = inhibitors of class II HMG-CoA reductase from Enterococcus faecalis. hit rate 0.41% among 190,000. inhibition, % at 10 µM. purified E. faecalis HMGR, NADPH absorbance 340 nm kinetic. AID 1066;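 active = inhibition above a set limit, the median over all tested compounds plus 3 SD, cut at about 9.5% in these data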;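 also: enzyme runs in reverse so mevalonate oxidation gives rising NADPH absorbance; 0% = complete reaction with DMSO and 100% = background rate lacking mevalonate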
PPARg SRC-2 ag = agonists of SRC-2 recruitment by human PPARgamma | PPARgamma LBD-SRC-2 recruitment, biochemical | activation, % at 8 µM | hit rate 0.34% among 200,000; in the data active = activation above about 22%;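 also: 0% = vehicle and 100% = reference agonist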
Redox H2O2 prof = compounds producing H2O2 with reducing agent – biochemical, NIH compound library profiling, artefact control for MLSCN library redox annotation, primary screen; DTT-dependent redox cycling H2O2, phenol red/HRP absorbance; 100% = 100 µM peroxide control, 0% = buffer; activation, % at 10 µM; hit rate 0.03% among 200,000; AID 878;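 active = activation of at least 50% relative to the plate's high and low controls in the primary single-dose screen; inactive = activation below 50%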;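 also: compound incubated with DTT at 0.8 mM final as the reducing agent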
ROMK primary = human ROMK K+ channel modulation, primary screen. B-score at 10 µM. Tet-inducible ROMK, thallium flux fluorescence; actives lie on both sides. P48048. hit rate 2% among 130,000;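 active = signal ratio slope over the read window, or its plate-corrected B-score, at least 3 SD from the plate mean, either direction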;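 also: B-score of the F/F0 ratio slope over 7 to 12 s after thallium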
Target sequence (P48048 whole entry, looked up): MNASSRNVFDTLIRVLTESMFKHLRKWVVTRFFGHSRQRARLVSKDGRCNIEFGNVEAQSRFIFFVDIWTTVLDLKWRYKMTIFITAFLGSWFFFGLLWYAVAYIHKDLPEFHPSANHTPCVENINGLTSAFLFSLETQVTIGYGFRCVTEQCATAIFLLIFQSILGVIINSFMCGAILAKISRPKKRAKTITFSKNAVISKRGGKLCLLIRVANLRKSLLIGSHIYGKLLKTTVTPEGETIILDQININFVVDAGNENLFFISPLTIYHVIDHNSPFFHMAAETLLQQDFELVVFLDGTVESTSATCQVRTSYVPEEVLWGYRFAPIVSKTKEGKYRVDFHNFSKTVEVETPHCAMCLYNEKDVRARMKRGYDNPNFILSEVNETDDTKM
SRC2 TRFRET art = flags TR-FRET format artefacts in PPARgamma SRC-2 recruitment agonist screen; TR-FRET artefact counter-screen; active compounds read high; TR-FRET ratio at 8 µM; hit rate 0.4% among 200,000; AID 1049; in the data active = TR-FRET ratio above about 2000; also: inactives centre near 1500; reference of the scale not given here
bIAP inh = intestinal alkaline phosphatase (bovine) inhibition. inhibition, % at 20 µM. 190,000 tested, under 10 active. purified bovine IAP, CDP-star luminescence, 30 min;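 active = over 50% inhibition of intestinal alkaline phosphatase at 20 µM in the single-dose screen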
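Assay system: bovine IAP enzyme; medium: DEA buffer 100 mM, pH 9.8, with MgCl2 1.0 mM, ZnCl2 0.02 mM; doses: 20 µM single dose; incubation: enzyme reaction for 30 min at room temperature; detection: CDP-star luminescence signal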
RAM network inh = inhibitors of the yeast RAM network. AID 868. S. cerevisiae dse1pr::URA3 reporter, 5-FOA growth OD615, 2 d; analog-sensitive cbk1-as2 kinase mutant strain. hit rate 1.8% among 190,000. inhibition, % at 50 µM;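 active = inhibition above a set limit, 3 SD over mean compound inhibition, cut at about 8.4% in these data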;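 also: 0% = DMSO-only wells with no growth and 100% = 10 µM 1-NA-PP1 full growth; inhibition rescues growth on 5-FOA so higher OD means more RAM inhibition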
Numbers without * were called inactive; · = not tested or not shown. Rows are unselected (roughly 13% active in at least one column).

Start of the listing, in advance (3 entries):
SMILES,bIAP inh,SRC2 TRFRET art,PPARg SRC-2 ag,PPARg SRC1 recr,Redox H2O2 prof,ROMK primary,PPARg SRC-3 ag,RAM network inh,HMGR II inh,S1P3 antagonist,L major viab
Cc1cccc(N(CC(=O)Nc2ccc(-c3nc4ccc(C)cc4s3)cc2)S(C)(=O)=O)c1,6,1387,1,0,4.2,·,-3,4.0,-5,·,-7
CC(C)=C1C2CCC1C1C(=O)N(NC(=O)COc3ccc(Cl)c(C)c3)C(=O)C21 (stereo not drawn),9,1515,8,-8,0.1,0.52,1,2.9,-6,·,76*
CCOc1ccc(C(=O)/C=C/Nc2ccc(S(=O)(=O)N=C(N)N)cc2)cc1,-5,1524,2,-2,1.0,0.55,-2,4.4,-5,-2,-3

The listing, from the first entry:
SMILES,bIAP inh,SRC2 TRFRET art,PPARg SRC-2 ag,PPARg SRC1 recr,Redox H2O2 prof,ROMK primary,PPARg SRC-3 ag,RAM network inh,HMGR II inh,S1P3 antagonist,L major viab
Cc1cccc(N(CC(=O)Nc2ccc(-c3nc4ccc(C)cc4s3)cc2)S(C)(=O)=O)c1,6,1387,1,0,4.2,·,-3,4.0,-5,·,-7
CC(C)=C1C2CCC1C1C(=O)N(NC(=O)COc3ccc(Cl)c(C)c3)C(=O)C21 (stereo not drawn),9,1515,8,-8,0.1,0.52,1,2.9,-6,·,76*
CCOc1ccc(C(=O)/C=C/Nc2ccc(S(=O)(=O)N=C(N)N)cc2)cc1,-5,1524,2,-2,1.0,0.55,-2,4.4,-5,-2,-3
CN1CCN(CC(=O)Nc2ccc(OCc3ccccc3)cc2)CC1,-56,1430,-1,6,0.6,-0.95,-2,-0.7,-7,·,5
O=C(Nc1ccc(Cl)cc1)OCc1cn(-c2ccccc2)nn1,-8,1650,13,13,0.5,0.28,2,-0.1,3,1,-5
CC(=O)Nc1ccc(S(=O)(=O)NNC(=O)COc2ccc(C)cc2)cc1,2,1637,-4,3,-0.2,-0.03,0,7.8,-9,7,-6
C/C(Cc1ccccc1)=N\NC(=O)CNC(=O)c1ccccc1,6,1544,7,7,0.5,·,-4,-0.1,-3,-1,-1
O=C(C1CCCN(S(=O)(=O)c2ccccc2)C1)N1CCCCCC1 (stereo not drawn),-4,1663,3,0,0.2,-0.048,-2,1.1,-7,8,-5
O=C(c1ccco1)N1CCN(C(=O)N2CCCC2)CC1,-13,1431,-3,6,0.1,0.0046,1,1.0,-4,7,-4
COc1ccc(N(CC(=O)Nc2ccc3c(c2)OCO3)S(=O)(=O)c2ccc(F)cc2)cc1,9,1280,-7,-4,0.2,·,-1,0.7,-2,14,8
COc1cccc(NC(=O)N2CCCC(C(=O)NCc3ccc(F)cc3)C2)c1 (stereo not drawn),-3,1513,-6,-3,1.1,·,-11,1.8,-4,·,-2
O=C(COc1ncnc2scc(-c3ccc(F)cc3)c12)NCc1ccco1,-16,1508,4,4,0.2,-1.3,-3,2.5,-4,·,-2
COC(=O)/C(=C/Nc1ccc(O)cc1)[N+](=O)[O-],9,1524,7,4,-0.3,-0.028,10,1.6,5,·,-3
CCN(CC)Cc1cc2ccccc2c2c1COC2,16,1484,6,7,1.6,·,-3,0.0,-7,·,36
Cc1nnc(SCCn2c(N3CCCC(C)C3)nc3c2c(=O)n(C)c(=O)n3C)s1 (stereo not drawn),5,1635,3,1,-1.9,·,2,0.8,-6,-37,-1
COc1ccc(/C=N/NC(=O)CCc2c(C)n[nH]c2C)cc1OC,-20,1414,-1,-6,0.2,0.13,-7,0.9,-3,·,0
CCN(CC(=O)Nc1ccc(N2CCOCC2)cc1)CC(=O)NC(C)(C)C,-8,1608,9,11,0.7,-0.37,4,3.0,0,-9,-4
O=C(NC1(C(F)(F)F)NC(=O)N(Cc2ccco2)C1=O)c1cccnc1 (stereo not drawn),10,1650,3,4,0.0,·,2,2.0,-1,5,-6
O=C(CN1CCCCC1)Nc1cccc([N+](=O)[O-])c1,5,1470,1,-6,-4.5,-0.51,-3,1.2,1,·,9
COc1ccccc1OCCC(=O)OCC(=O)c1c(N)n(C)c(=O)n(C)c1=O,-12,1629,3,6,-0.6,0.075,3,2.4,4,-31,-3
C=CCOc1ccc(C2C(C(=O)c3ccco3)=C(O)C(=O)N2c2nnc(C)s2)cc1 (stereo not drawn),-14,2019*,25*,14,0.3,-0.44,14,5.4,4,-4,-12
CCOc1ccc(C(CCc2ccccc2)NC(=O)c2ccc(OC)c(OC)c2)cc1OCC (stereo not drawn),-1,1494,3,1,0.2,1.1,-1,5.0,-7,·,4
COc1cc(/C=C/C(=O)NCc2ccccn2)cc(OC)c1OC,6,1494,-7,-8,-0.3,2.2,-2,2.7,-2,3,-2
Clc1ccccc1CSc1nnc(/C=C/c2ccccc2)o1,8,1618,8,3,0.7,·,4,6.8,-3,·,-6
Cc1[nH]n(-c2cccc(Cl)c2)c(=O)c1C=NC12CN3CN(CN(C3)C1)C2,-5,1609,-2,-5,2.1,·,-6,-0.1,-6,·,-5
NC1=CC(=O)c2cccc3cccc1c23,14,1735,13,17,-5.4,-3.8*,26*,·,·,-23,16
Oc1ccc2ccccc2c1/C=N/Nc1ccccc1,14,1719,-2,4,0.7,·,3,-0.2,1,14,-8
COc1cccc(NS(=O)(=O)c2cc(C)sc2C)c1,4,1596,-3,2,3.0,·,-3,0.2,-4,-13,5
COc1ccccc1/C=C/C=N/n1c(C)nnc1C,-10,1600,-5,8,0.1,-0.72,1,0.3,-6,-12,0
CC(=O)N(C(C)=O)c1ccc2nc(C)[nH]c(=O)c2c1,5,1567,10,8,-2.5,·,12,1.3,-5,-2,-7
COc1cccc(OC)c1C(=O)Nc1ccc(CN2CCCCC2)cc1,-1,1503,6,0,-0.1,0.035,-2,0.3,-8,-14,-2
O=C(Nc1ccc(S(=O)(=O)NCc2ccco2)cc1)C1CCCCC1,-12,1691,3,5,-0.9,-0.057,-1,2.8,-3,-7,-3

One compound at a time, from the list above.
Profile of `COc1cccc(NS(=O)(=O)c2cc(C)sc2C)c1` → bIAP inh: 4; SRC2 TRFRET art: 1596; PPARg SRC-2 ag: -3; PPARg SRC1 recr: 2; Redox H2O2 prof: 3.0; ROMK primary: ·; PPARg SRC-3 ag: -3; RAM network inh: 0.2; HMGR II inh: -4; S1P3 antagonist: -13; L major viab: 5
Profile of `CC(=O)N(C(C)=O)c1ccc2nc(C)[nH]c(=O)c2c1` → bIAP inh: 5; SRC2 TRFRET art: 1567; PPARg SRC-2 ag: 10; PPARg SRC1 recr: 8; Redox H2O2 prof: -2.5; ROMK primary: ·; PPARg SRC-3 ag: 12; RAM network inh: 1.3; HMGR II inh: -5; S1P3 antagonist: -2; L major viab: -7

Going on with the list.
SMILES,bIAP inh,SRC2 TRFRET art,PPARg SRC-2 ag,PPARg SRC1 recr,Redox H2O2 prof,ROMK primary,PPARg SRC-3 ag,RAM network inh,HMGR II inh,S1P3 antagonist,L major viab
CCS(=O)(=O)N1CCN(C(=O)CC(C)C)CC1,1,1665,1,6,-3.4,·,3,0.9,4,12,-5
O=S(=O)(NCc1cccnc1)c1ccc2c(c1)OCCO2,13,1738,11,-4,-1.0,·,3,0.4,-1,·,-1
CN1CCN(CCCNC(=O)c2nnc(Cc3c(F)cccc3Cl)o2)CC1,15,1548,1,-4,0.1,0.23,1,-0.4,10*,·,0
COC(=O)/C=C1/C(=O)N/C(=N\c2nc(C)cc(C)n2)N1c1ccc(OC)cc1,2,1435,-2,4,0.7,·,0,1.4,-6,-17,4
COCCCNCCOCCOc1ccc(C)cc1Br,9,1497,-11,-7,0.2,-0.1,-4,-0.7,-4,-24,90*
O=C(NNS(=O)(=O)c1ccccc1[N+](=O)[O-])c1ccccc1[N+](=O)[O-],-2,1554,3,-3,-0.7,1.6,0,5.2,-1,-25,-6
Oc1ccc(-c2nc(-c3ccc(O)c(O)c3)cs2)cc1,16,1627,8,8,-3.2,·,8,3.8,-10,-38,12
CCn1ccnc1CN(C)Cc1nc(Cc2cccc(C(F)(F)F)c2)no1,-22,1429,0,0,-0.1,-0.087,0,0.2,-1,2,6

At a glance, part of the list above:
SMILES,bIAP inh,SRC2 TRFRET art,PPARg SRC-2 ag,PPARg SRC1 recr,Redox H2O2 prof,ROMK primary,PPARg SRC-3 ag,RAM network inh,HMGR II inh,S1P3 antagonist,L major viab
Oc1ccc(-c2nc(-c3ccc(O)c(O)c3)cs2)cc1,16,1627,8,8,-3.2,·,8,3.8,-10,-38,12
CCn1ccnc1CN(C)Cc1nc(Cc2cccc(C(F)(F)F)c2)no1,-22,1429,0,0,-0.1,-0.087,0,0.2,-1,2,6

(next part)
SMILES,bIAP inh,SRC2 TRFRET art,PPARg SRC-2 ag,PPARg SRC1 recr,Redox H2O2 prof,ROMK primary,PPARg SRC-3 ag,RAM network inh,HMGR II inh,S1P3 antagonist,L major viab
CCN(CC)S(=O)(=O)c1cccc(C(=O)N/N=C(\C)c2cccs2)c1,13,1572,9,-1,-2.1,0.99,6,0.1,-4,2,5
CC1CCC(C(C)C)C(OCC(O)CN2CCN(Cc3ccccc3)CC2)C1 (stereo not drawn),-9,1627,-6,7,0.4,·,-5,1.3,-1,·,93*
CN(C)c1ccc(NC(=O)CC2NCCNC2=O)cc1 (stereo not drawn),0,1313,1,2,1.3,-0.034,-3,-0.6,1,15,0
Cc1n[nH]c(=O)n1-c1ccc(OC(F)(F)F)cc1,-13,1422,0,2,0.5,0.58,3,0.5,-3,-15,-9
CC1CN(c2ccc([N+](=O)[O-])cc2C(=O)N2CCOCC2)CC(C)N1 (stereo not drawn),-20,1618,-13,-1,0.0,0.16,1,0.5,-3,-11,43
Cc1nnc(SCc2cc(=O)[nH]c(N3CCN(Cc4ccccc4)CC3)n2)s1,6,1680,4,-4,1.2,·,2,1.9,-7,8,13
CCC(c1nnnn1Cc1ccc(F)cc1)N(CCCO)Cc1cc2cc3c(cc2[nH]c1=O)OCO3 (stereo not drawn),0,1770,7,5,1.0,·,-4,1.1,-6,-15,2
COc1ccc(-c2csc(NNC3=NCCCCC3)n2)cc1,-25,1429,7,3,2.9,-0.68,5,2.4,-8,-5,2
CC(C)Oc1ccc(C2CC(=O)N(c3cccc(C(=O)O)c3)C2=O)cc1 (stereo not drawn),8,1693,6,5,0.2,·,11,1.4,-7,5,-5
c1ccc2c(c1)CCCN2Cc1nnnn1CC1CCCO1 (stereo not drawn),-6,1436,4,0,19,·,-2,-0.7,-2,-2,-4
CCc1nnc(NC(=O)CSc2nnc(COc3ccc(C#N)cc3)n2-c2ccccc2)s1,-2,1246,-2,-3,1.4,·,-13,2.3,-9,1,-9
COc1ccc(S(=O)(=O)Nc2ccc(N3CCOCC3)nc2)cc1,-11,1558,4,8,0.1,-1.3,4,4.1,-1,6,0
